CHRM1 agonist: agonists of human M1 muscarinic receptor; P11229; CHO-K1 hM1, Fluo-8 calcium fluorescence, agonist mode; 0% DMSO, 100% acetylcholine EC100; activation, % at 3 µM; 360,000 compounds, 0.33% hits;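 active = activation above the run's mean compound activation plus 3 SD, cut at about 16% in these data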;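 also: peak over basal fluorescence ratio within a 140 s kinetic read after compound addition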
Target sequence (P11229 whole entry, looked up): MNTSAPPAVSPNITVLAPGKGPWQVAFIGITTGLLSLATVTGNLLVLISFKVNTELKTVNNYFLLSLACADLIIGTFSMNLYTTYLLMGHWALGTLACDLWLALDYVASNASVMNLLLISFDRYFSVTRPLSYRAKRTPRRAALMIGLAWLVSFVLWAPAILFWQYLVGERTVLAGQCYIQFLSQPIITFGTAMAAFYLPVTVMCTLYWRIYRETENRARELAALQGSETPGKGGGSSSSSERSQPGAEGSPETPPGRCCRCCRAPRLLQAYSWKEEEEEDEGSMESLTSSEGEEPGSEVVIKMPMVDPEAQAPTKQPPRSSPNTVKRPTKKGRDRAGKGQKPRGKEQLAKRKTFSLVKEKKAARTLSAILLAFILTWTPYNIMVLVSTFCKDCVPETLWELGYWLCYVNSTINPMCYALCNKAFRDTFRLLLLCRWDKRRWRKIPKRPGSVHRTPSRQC
CHRM1 PAM: human CHRM1 positive allosteric modulation | P11229 | CHO-K1 hM1, Fluo-8 calcium fluorescence, ACh EC20; 0% = ACh EC20, 100% = maximal ACh | activation, % at 3 µM | 360,000 compounds, 0.088% hits | AID 588819; in the data active = activation above about 19%, passing the limit was not always enough
OXTR potentiate: human OXTR potentiation. P30559. CHO-OTR cells, Fluo-8 calcium fluorescence, potentiator mode; 0% = oxytocin EC15, 100% = EC100. activation, % at 3 µM. 320,000 compounds, 0.061% hits;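 active = activation above that plate's cutoff, the mean activation of tested compounds plus 3 SD, cut at about 6.6% in these data, passing the limit was not always enough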;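 also: 100% uses oxytocin at 75 nM as the full agonist control; some results filed as inactive read as strong as hits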
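Assay system: CHO cell line stably expressing human OTR. Reagent: EC15 oxytocin agonist. Dosing: single dose, 3.0 µM nominal final compound concentration. Timing: compound 6 min at room temperature before oxytocin, 100 s read. Signal: kinetic Fluo-8 calcium fluorescence. Controls: oxytocin EC15 low and EC100 high.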
CHRM1 antagonist: human CHRM1 antagonism | CHO-K1 hM1, Fluo-8 calcium fluorescence, ACh EC80 antagonist | P11229 | inhibition, % at 3 µM | 360,000 compounds, 1.3% hits;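 active = percent inhibition above its own plate's cutoff, namely the mean of that plate's compound wells plus 3 SD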;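 also: peak over basal fluorescence ratio during 140 s after agonist addition; 0% = ACh EC80 plus DMSO and 100% = DMSO alone without agonist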
TAAR1 agonist: human TAAR1 agonism; Q96RJ0; CHO RD-HGA16 TAAR1, Fluo-8 calcium fluorescence; vehicle wells 0%, saturating PEA agonist 100%; activation, % at 3 µM; 360,000 compounds, 0.99% hits;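 active = activation above the mean activation of all test compounds in the run plus 3 SD, cut at about 38% in these data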
Target sequence (Q96RJ0 whole entry, looked up): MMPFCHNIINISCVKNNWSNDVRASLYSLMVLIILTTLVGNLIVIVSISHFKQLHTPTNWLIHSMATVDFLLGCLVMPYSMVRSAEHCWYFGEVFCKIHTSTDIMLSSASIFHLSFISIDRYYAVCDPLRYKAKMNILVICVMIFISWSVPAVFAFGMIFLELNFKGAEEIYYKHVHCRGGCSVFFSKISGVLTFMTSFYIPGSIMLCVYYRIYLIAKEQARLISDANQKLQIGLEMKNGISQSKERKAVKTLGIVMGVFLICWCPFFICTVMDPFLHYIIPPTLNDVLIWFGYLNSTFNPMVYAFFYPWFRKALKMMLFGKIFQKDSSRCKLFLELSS
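Signal – calcium-sensitive Fluo-8 signal, excitation 470-495, emission 515-575 nm · System – RD-HGA16 (CHO) cells co-expressing Gα16 and hTAAR1 · Incubation – 17-24 h seeding, 75 min 37 °C dye, 30 min RT · Compound dosing – 3 µM single concentration · Repeats – no replicates (n 1)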
V1R ag counter: activates human V1a receptor in oxytocin agonist counter-screen; AID 2797; P37288; activation, % at 3 µM; CHO-V1R cells, Fluo-8 calcium fluorescence, agonist mode; 0% DMSO, 100% 3 nM vasopressin; 320,000 compounds, 0.25% hits;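 active = activation above the mean activation of all tested compounds plus 3 SD, per screening run, cut at about 20% in these data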;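 also: signal is peak over basal fluorescence ratio across a 100 second FLIPR read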
OXTR agonist: agonists of human oxytocin receptor; P30559; CHO-OTR cells, Fluo-8 calcium fluorescence; normalized: DMSO 0%, oxytocin 100%; activation, % at 3 µM; 320,000 compounds, 0.32% hits;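 active = activation above the mean of all tested compounds plus 3 SD, cutoff set per screening run, cut at about 20% in these data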;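 also: peak over basal fluorescence ratio from a 100 s FLIPR kinetic read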
TAAR1 antagonist: antagonists of human TAAR1 | Q96RJ0 | CHO RD-HGA16 TAAR1, Fluo-8 calcium fluorescence, antagonist | inhibition, % at 3 µM | 360,000 compounds, 1.5% hits;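 active = inhibition above a per-plate cutoff, the mean inhibition of test compounds on that plate plus 3 SD, cut at about 49% in these data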;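 also: 0% = DMSO plus EC80 beta-PEA response and 100% = DMSO alone without agonist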
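Material: RD-HGA16 CHO cells with stable hTAAR1 and Gα16; Dosing: single nominal final test compound concentration of 3 µM; Schedule: seeding 17-24 h prior, 75-min 37 °C, 30-min RT dye loading; Detection: kinetic Fluo-8 calcium fluorescence measurement; Measure: % inhibition from peak post-agonist over basal fluorescence ratio; Benchmarks: vehicle and agonist controls.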
CHO parental Ca: counter-screen for OX1R antagonists: effect in parental CHO cells; parental CHO-K1, ATP-induced calcium, Fluo-8 fluorescence; inhibition, % at 5.6 µM; 330,000 compounds, 0.63% hits;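 active = inhibition above that plate's mean sample inhibition plus 3 SD, cut at about 26% in these data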;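 also: 0% = ATP-challenged DMSO wells and 100% = DMSO wells without ATP; some compounds past the cut are filed as inactive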
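Assay system: parental CHO cells; Read-out basis: percent inhibition of ATP-evoked calcium rise, normalized to controls; Benchmarks: ATP and no-ATP DMSO wells; Compound dosing: single nominal dose of 5.6 µM per compound; Signal: Fluo-8 calcium dye fluorescence; Also added: ATP as calcium-mobilizing challenge; Repeats: singlicate.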
* = called active by the depositor; . = not tested or not shown.

SMILES | CHRM1 agonist | CHRM1 PAM | OXTR potentiate | CHRM1 antagonist | TAAR1 agonist | V1R ag counter | OXTR agonist | TAAR1 antagonist | CHO parental Ca
CC(OC(=O)c1ccccc1NCCO)C(=O)Nc1ccnn1C(C)C (stereo not drawn) | -1 | 0 | -8 | 2 | 5 | 0.1 | -1.4 | -10 | -4
C=CCSc1nnc(NC(=O)Cn2cnc3c2c(=O)n(C)c(=O)n3C)s1 | -5 | 7 | -6 | -2 | 4 | 1.4 | 0.5 | -9 | 12
COc1ccc(NC(=O)CN(C)C(=O)c2ccc(NS(=O)(=O)c3ccc(C)c([N+](=O)[O-])c3)cc2)cc1 | -3 | 10 | -3 | -12 | 3 | -1.3 | -0.5 | -29 | 15
O=[N+]([O-])c1ccc(NC(=S)N2CCc3ccccc3C2)cc1 | -8 | -10 | -13 | 0 | 60* | 4.4 | 2.9 | 30 | -11
CC(C)CN(C(=O)COC(=O)CNC(=O)c1ccc(Cl)cc1)C1CCS(=O)(=O)C1 (stereo not drawn) | -3 | 1 | -8 | -2 | 2 | 3.5 | -0.1 | -7 | -11
COc1ccc(NC(=O)CSc2n[nH]c(=O)n2C2CC2)cc1Cl | 3 | 12 | . | -3 | 4 | . | . | -12 | .
Cc1cccc(N2CCN(C(=O)c3cc(C)oc3C)CC2C)c1 (stereo not drawn) | -7 | 7 | -17 | -9 | 1 | 1.5 | 0.1 | 2 | -12
Cc1ccccc1-n1c(C)cc(/C=C(\C#N)C(=O)NCC2CCCO2)c1C (stereo not drawn) | -8 | 1 | -14 | -11 | 2 | 2.4 | -1.7 | 8 | -18
COc1ccc(/C(C#N)=C/c2ccccn2)cc1 | -5 | 8 | -11 | -10 | -1 | -0.6 | -1.8 | 4 | -20
CC(C)CC(=O)N1CCN(S(=O)(=O)c2ccc(F)cc2)CC1 | -5 | -2 | 2 | -3 | 3 | -0.5 | 0.1 | 0 | -1
COc1ccc(-n2c(SCc3nnc(-c4ccccc4)o3)nnc2-c2ccccc2)cc1 | -4 | 6 | -1 | -13 | 3 | -0.9 | -1.7 | -4 | -26
COc1ccc(-c2cc(-c3ccc(O)cc3)nc(N)c2C#N)cc1 | -1 | 0 | -13 | -5 | 12 | 1.2 | 0.0 | 27 | -9
CC(C)CC(c1nnnn1C(C)(C)C)N1CCN(Cc2ccccc2)CC1 (stereo not drawn) | -14 | 8 | -1 | -7 | 0 | 2.8 | -2.1 | -1 | -9
O=C(Nc1nc2nccc(-c3ccccc3)n2n1)C(Cl)(Cl)Cl | -3 | -2 | -1 | 3 | 2 | -0.1 | -0.8 | 4 | -2
O=C(NCCS(=O)(=O)NCc1cccnc1)c1ccccc1 | -2 | 4 | -6 | -6 | 2 | -0.8 | -1.0 | -13 | 7
Cc1cccc(NS(=O)(=O)c2cc(C(=O)N3CCOCC3)ccc2Cl)c1 | 3 | 8 | -2 | -4 | 1 | 1.0 | 0.1 | -6 | -9
COc1cccc(OC)c1C(=O)N1CCN=C1SCc1cccnc1 | -4 | 6 | -2 | -17 | 1 | 0.4 | -0.9 | -9 | 2
CC1(C)CC(=O)C2=C(C1)Nc1ccccc1NC2c1ccc(F)c(F)c1 (stereo not drawn) | 0 | 9 | -1 | -19 | 4 | 0.4 | 0.9 | -4 | -7
O=C(CNC(=O)c1ccc(Br)o1)Nc1ccccc1 | -2 | 6 | . | -11 | 3 | . | . | 1 | .
CCOC(=O)c1ccc2c(c1)nc(SC(C)C(=O)NCC1CCCO1)n2CC (stereo not drawn) | -3 | 7 | 6 | -1 | 15 | -0.4 | -2.3 | -19 | -20
Cn1c(SCC(=O)N2CCCC2)nc2c(c1=O)SCC2 | -3 | 13 | . | -17 | 1 | . | . | -13 | .
CCN(C(=O)COC(=O)CCOc1cc(C)ccc1C)c1c(N)n(Cc2ccccc2)c(=O)[nH]c1=O | -2 | -8 | . | 19 | 1 | . | . | 5 | .
CCOc1cccc(=O)c2c(C)n(CC(=O)c3ccccc3)c(C)c12 | -3 | 8 | 1 | -10 | 1 | 0.6 | -0.3 | -28 | -13
COC(=O)c1nn2c(C(F)(F)F)cc(-c3ccc(Br)o3)nc2c1Br | -2 | 7 | 0 | 9 | 3 | -0.8 | -0.7 | -3 | -5
Cn1nc(-c2ccc(NCCO)c([N+](=O)[O-])c2)c2ccccc2c1=O | -8 | 2 | -12 | -3 | -2 | -0.4 | -1.3 | 8 | -15
SMILES | CHRM1 agonist | CHRM1 PAM | OXTR potentiate | CHRM1 antagonist | TAAR1 agonist | V1R ag counter | OXTR agonist | TAAR1 antagonist | CHO parental Ca
O=C(c1cccs1)N1CCN(C2CCN(Cc3ccccc3)CC2)CC1 | -6 | -20 | 4 | 39* | 7 | 1.9 | 1.1 | -7 | -5
O=C(Cc1ccccc1)O/N=C1\CCCc2ccccc21 | -1 | 2 | -16 | 0 | 0 | 0.0 | -3.0 | -22 | 1
COc1ccc(NC(=S)N2CCN(Cc3ccccc3)CC2)cc1 | -5 | -2 | -5 | -5 | 3 | 1.2 | 0.7 | -13 | -13
Cc1noc(C)c1NC(=O)N(C)C[C@H]1Oc2ccc(NS(=O)(=O)c3cccs3)cc2C(=O)N([C@H](C)CO)C[C@@H]1C | -3 | 12 | -5 | -10 | 6 | 1.9 | 1.7 | 7 | 2
COc1cc(C(NC=O)C(=O)Nc2c(C)cccc2C)ccc1O (stereo not drawn) | -2 | -2 | 3 | 11 | 8 | -0.8 | -0.3 | -20 | -13
CCCCNC(=O)[C@H]1C[C@H]1[C@@H](O)[C@H](CO)NC(=O)[C@H](COCc1ccccc1)NC(=O)OC(C)(C)C | 6 | 17 | -8 | 3 | 1 | 0.3 | 0.0 | -1 | -6
CCCCn1c2nc3ccccc3nc2c2c(=O)n(-c3ccccc3)cnc21 | -1 | -6 | 1 | 7 | 3 | -0.3 | 0.7 | -13 | -14
NC(=O)[C@@H]1CCCN1Cc1nc(Cc2ccccc2F)no1 | -3 | 6 | -5 | -9 | 2 | 0.6 | -0.2 | -27 | 8
Cc1nc(N)nc(N)c1-c1ccc(Cl)c(Cl)c1 | -5 | -28 | . | 46* | 7 | . | . | 2 | .
COc1ccc(NC(=O)CCC(=O)N2CCCC2)c([N+](=O)[O-])c1 | -3 | -4 | 4 | 6 | -1 | 0.7 | -0.6 | -18 | 1
CC1=C(C(=O)OCc2ccccc2)C(c2ccc(N(C)C)cc2)NC(=O)N1 (stereo not drawn) | -8 | 1 | -3 | -4 | -1 | -0.7 | -1.9 | -21 | -22
OC1(c2cccc(C(F)(F)F)c2)CCN(c2ncnc3c2[nH]c2ccc(F)cc23)CC1 | -1 | -12 | . | 36* | 13 | . | . | 60* | .
COc1cc(OC)c2c3c(c(C4CCCCC4)nc2c1)CCC3 | 0 | 3 | -6 | 4 | 10 | -0.7 | -2.9 | -18 | -26
CCSc1c(-c2ccccc2)nc2c(C)cccc2c1C(=O)O | -3 | 3 | -4 | -13 | 1 | 0.0 | -0.5 | 0 | -11
CCc1nc2ccc(C(=O)N3CCN(S(=O)(=O)CC)CC3)cn2c1N(C)C(=O)C1CCCCC1 | -2 | 1 | . | -5 | 2 | . | . | -26 | .
COc1cc(-c2noc(C)c2C#Cc2ccsc2)cc(OC)c1OC | -3 | -2 | -10 | 11 | 28 | 0.9 | 0.5 | 65* | -2
CC1(C(=O)Nc2cnc3ccccc3c2)CCN1C(=O)c1ccccc1CCc1ccccc1 (stereo not drawn) | -7 | -12 | . | 6 | 0 | . | . | 30 | .
Cc1cc(C)cc(N(CC(=O)NC(C)(C)C)C(=O)CCC(=O)Nc2nccs2)c1 | -2 | 1 | -10 | -5 | 5 | 0.4 | 0.2 | -12 | -10
Brc1ccc(-c2csc3ncnc(-n4nnc5ccccc54)c23)cc1 | -3 | 11 | -12 | -13 | 1 | 1.0 | -1.9 | 14 | -29
NC(=NCCc1ccccc1)NC(=O)c1cc(Cl)ccc1O | 3 | 4 | -9 | -13 | 90* | 3.9 | 1.1 | 77* | -9
COc1ccc(NC(=O)CCCCn2c(=O)[nH]c3ccccc3c2=O)cc1 | -2 | 2 | -9 | 4 | 20 | 0.2 | -1.1 | -7 | -11
COC(=O)C(C(=O)Nc1ccccc1C)C1CCCCCC1 (stereo not drawn) | -7 | -6 | -3 | 8 | -1 | 1.4 | -2.4 | 13 | 6
O=C(O)c1ccccc1Nc1ccc2nonc2c1[N+](=O)[O-] | -5 | 9 | . | -20 | 0 | . | . | -9 | .
CN(CC(=O)Nc1ccc(Cl)cc1)C(=O)CNC(=O)c1ccc2c(c1)OCO2 | -2 | 5 | 3 | -19 | 6 | 0.1 | -0.9 | -28 | -2

By substructure: the compounds so far containing an aryl thioether with sulfur outside any ring.
SMILES | CHRM1 agonist | CHRM1 PAM | OXTR potentiate | CHRM1 antagonist | TAAR1 agonist | V1R ag counter | OXTR agonist | TAAR1 antagonist | CHO parental Ca
C=CCSc1nnc(NC(=O)Cn2cnc3c2c(=O)n(C)c(=O)n3C)s1 | -5 | 7 | -6 | -2 | 4 | 1.4 | 0.5 | -9 | 12
COc1ccc(NC(=O)CSc2n[nH]c(=O)n2C2CC2)cc1Cl | 3 | 12 | . | -3 | 4 | . | . | -12 | .
COc1ccc(-n2c(SCc3nnc(-c4ccccc4)o3)nnc2-c2ccccc2)cc1 | -4 | 6 | -1 | -13 | 3 | -0.9 | -1.7 | -4 | -26
CCOC(=O)c1ccc2c(c1)nc(SC(C)C(=O)NCC1CCCO1)n2CC (stereo not drawn) | -3 | 7 | 6 | -1 | 15 | -0.4 | -2.3 | -19 | -20
Cn1c(SCC(=O)N2CCCC2)nc2c(c1=O)SCC2 | -3 | 13 | . | -17 | 1 | . | . | -13 | .
CCSc1c(-c2ccccc2)nc2c(C)cccc2c1C(=O)O | -3 | 3 | -4 | -13 | 1 | 0.0 | -0.5 | 0 | -11

Compound activity: PubChem, The Scripps Research Institute Molecular Screening Center
